Screens from PubChem.
MT1-MMP act inh: inhibitors of human MT1-MMP activation; P50281; HT1080 RFP-PRO-GFP cells, GFP/RFP ratio fluorescence, overnight; percent of plate control window, DMSO zero; GFP/RFP ratio change, % at 20 µM; 0.061% of 360,000 active; AID 651647;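 active = GFP/RFP ratio change of at least 30% with cell ATP level not reduced by more than half and red fluorescence within 50% of control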; note: strong numbers were not always called active
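Material – HT1080 RFP-PRO-GFP cells · Control set – DMSO wells and RFP-L50D-GFP cells · Incubation – overnight cell settling, then overnight compound exposure, 37 °C, 5% CO2 · Compound dosing – single-point 20 µM compound, 1% DMSO · Read-out – GFP/RFP fluorescence ratio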
CSN deneddyl inh: blocks human CSN-mediated cullin deneddylation; inhibition, % at 12.5 µM; Purified CSN, SCF-Nedd8-OG deneddylation, fluorescence polarization; 0.38% of 360,000 active; Q92905;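 active = pattern-corrected inhibition above about 35%, with an unprinted fluorescence ratio check between 0.5 and 1.5, limit read from the data, passing the limit was not always enough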;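 note: 0% = enzyme with substrate and 100% = substrate without enzyme; some results filed as inactive read as strong as hits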
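Assay system: HEK293T-derived human Csn5 enzyme; quantity: 0.24 nM enzyme; medium: Tris/NaCl/DTT buffer, pH 7.5; also added: substrate SCFSkp2-Nedd8OG, 10 nM; doses: 12.5 µM compound; schedule: 90 min reaction at room temperature; signal: FP; read-out: % inhibition of substrate cleavage by Csn5; benchmarks: substrate-only high control, full reaction low control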
Rin1 Abl inh: blocks binding of human Rin1 to Abl | P00519+Q13671 | TR-FRET Rin1/Abl binding, biochemical | inhibition, % at 7.35 µM | 0.4% of 360,000 active | AID 588664; in the data active = inhibition above about 5%, passing the limit was not always enough
Target sequence (P00519 whole entry, looked up): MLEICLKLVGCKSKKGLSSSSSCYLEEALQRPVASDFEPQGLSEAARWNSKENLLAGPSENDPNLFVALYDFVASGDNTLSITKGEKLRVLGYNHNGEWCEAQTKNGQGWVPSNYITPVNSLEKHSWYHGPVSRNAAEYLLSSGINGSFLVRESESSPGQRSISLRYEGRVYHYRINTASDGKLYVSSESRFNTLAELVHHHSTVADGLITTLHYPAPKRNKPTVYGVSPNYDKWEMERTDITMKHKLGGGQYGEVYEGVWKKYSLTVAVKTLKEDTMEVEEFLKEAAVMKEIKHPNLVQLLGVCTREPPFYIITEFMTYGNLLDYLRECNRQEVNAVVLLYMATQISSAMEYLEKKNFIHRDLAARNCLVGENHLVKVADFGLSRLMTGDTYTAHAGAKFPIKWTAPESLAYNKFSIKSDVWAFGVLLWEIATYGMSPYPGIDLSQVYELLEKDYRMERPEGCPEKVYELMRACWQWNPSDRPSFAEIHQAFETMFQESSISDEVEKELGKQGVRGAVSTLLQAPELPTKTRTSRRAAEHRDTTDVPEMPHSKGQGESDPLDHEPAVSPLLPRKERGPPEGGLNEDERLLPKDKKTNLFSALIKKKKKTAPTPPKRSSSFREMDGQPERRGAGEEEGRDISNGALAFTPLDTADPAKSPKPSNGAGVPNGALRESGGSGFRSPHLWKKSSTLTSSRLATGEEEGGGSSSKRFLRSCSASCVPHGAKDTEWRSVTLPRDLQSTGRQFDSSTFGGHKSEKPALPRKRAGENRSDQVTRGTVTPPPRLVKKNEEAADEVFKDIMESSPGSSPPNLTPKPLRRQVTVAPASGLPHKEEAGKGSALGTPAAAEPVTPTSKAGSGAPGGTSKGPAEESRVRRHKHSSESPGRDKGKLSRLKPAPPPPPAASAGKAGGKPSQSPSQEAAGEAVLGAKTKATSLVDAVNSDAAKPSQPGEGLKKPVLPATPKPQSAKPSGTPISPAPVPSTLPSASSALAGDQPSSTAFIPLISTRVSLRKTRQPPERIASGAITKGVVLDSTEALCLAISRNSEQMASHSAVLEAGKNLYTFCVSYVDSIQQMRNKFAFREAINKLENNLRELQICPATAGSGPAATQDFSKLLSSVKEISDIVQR
Target sequence (Q13671 whole entry, looked up): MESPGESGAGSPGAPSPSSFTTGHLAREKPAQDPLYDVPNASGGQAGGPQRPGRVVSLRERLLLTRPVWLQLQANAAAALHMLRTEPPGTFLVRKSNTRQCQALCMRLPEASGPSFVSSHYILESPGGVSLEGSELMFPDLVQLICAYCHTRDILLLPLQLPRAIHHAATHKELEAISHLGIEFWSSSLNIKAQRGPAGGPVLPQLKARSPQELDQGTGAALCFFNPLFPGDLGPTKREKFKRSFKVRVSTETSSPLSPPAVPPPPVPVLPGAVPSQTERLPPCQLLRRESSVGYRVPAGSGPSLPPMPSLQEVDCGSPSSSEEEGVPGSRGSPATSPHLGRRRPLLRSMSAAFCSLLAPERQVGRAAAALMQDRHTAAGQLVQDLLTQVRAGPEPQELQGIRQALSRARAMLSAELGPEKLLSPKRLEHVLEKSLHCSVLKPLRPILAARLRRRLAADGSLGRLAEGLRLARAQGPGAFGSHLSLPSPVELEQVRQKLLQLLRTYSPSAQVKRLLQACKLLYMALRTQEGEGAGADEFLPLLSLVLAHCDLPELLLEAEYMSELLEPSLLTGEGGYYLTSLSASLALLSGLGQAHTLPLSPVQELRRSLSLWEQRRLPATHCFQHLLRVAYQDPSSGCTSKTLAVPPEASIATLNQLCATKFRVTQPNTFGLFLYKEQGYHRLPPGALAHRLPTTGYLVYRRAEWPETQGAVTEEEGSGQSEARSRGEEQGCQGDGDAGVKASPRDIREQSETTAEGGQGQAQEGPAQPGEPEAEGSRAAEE
FAS-TE inh: inhibitors of human fatty acid synthase thioesterase domain. AID 602261. P49327. 0.67% of 360,000 active. recombinant FAS-TE, OMFH fluorogenic substrate, fluorescence endpoint. inhibition, % at 15 µM;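 active = compounds whose normalised, plate-corrected inhibition of enzyme fluorescence in the single-dose primary screen is 50% or more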;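 note: 0% = DMSO with enzyme and 100% = substrate without enzyme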
SKN-1 block: blocks SKN-1 activity in C. elegans. C. elegans VP596 Pgst-4::GFP/RFP ratio, acrylamide-induced, 24 h. 0.49% of 360,000 active. inhibition, % at 21.8 µM;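 active = interference check ratio from 0.5 to 1.5 plus GFP to RFP signal ratio inhibition reaching or exceeding a fixed threshold, cut at about 30% in these data, passing the limit was not always enough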; note: some compounds called inactive have numbers as strong as hits
Rpn11 inh: blocks the human proteasome subunit Rpn11; O00487; human 26S proteasome, Ub4-pepOG fluorescence polarization; 20S core pre-blocked with epoxomicin; 0.59% of 360,000 active; calls only at 20 µM; AID 588493;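 active = inhibition at 20 µM, scaled to each plate's controls, above about 33%, limit read from the data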
NadD inh: blocks S. aureus nicotinate mononucleotide adenylyltransferase. purified NadD enzyme, colorimetric absorbance read-out. inhibition, % at 20 µM. 0.78% of 360,000 active; in the data active = inhibition above about 26%; note: some compounds past the cut are filed as inactive
Neddylation inh: cullin neddylation inhibition | 0.58% of 360,000 active | P61081+Q13564 | calls only at 25 µM | TR-FRET cullin neddylation, biochemical; in the data active = inhibition above about 36%
MLLE-PAM2 inh: inhibitors of microRNA-mediated deadenylation, human PABP1 MLLE binding; P11940; GST-MLLE / FITC-PAM2 fluorescence polarization; inhibition, % at 20 µM; 0.36% of 360,000 active; in the data active = inhibition above about 35%, passing the limit was not always enough;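 note: plate controls were DMSO wells with GST-MLLE for no effect and wells lacking GST-MLLE protein for full effect; some results filed as inactive read as strong as hits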
An asterisk follows results filed as active; i = inactive; nt = no result given; & = joins results of further samples.

| Compound | MLLE-PAM2 inh | Rpn11 inh | Neddylation inh | FAS-TE inh | NadD inh | MT1-MMP act inh | Rin1 Abl inh | CSN deneddyl inh | SKN-1 block |
| --- | --- | --- | --- | --- | --- | --- | --- | --- | --- |
| O=C(NCCCNCc1ccccc1)c1ccccn1 | -5&4 | i | i | -4&-8 | 3&-5 | -3&-2 | 0&-3 | -3&3 | -16&18 |
| CC(=O)n1cc([C@H]2C=C(C(=O)Nc3ccccc3)O[C@@H](OCCCCO)C2)c2ccccc21 | -12 | i | i | 8 | -6 | -2 | -1 | -3 | 4 |
| O=C(COc1ccc2ccccc2c1Br)NC(=S)Nc1cccc(CO)c1 | 23 | i | i | -6 | -11 | -2 | -19 | -15 | -4 |
| CC1CCN(CCCCOc2ccc([N+](=O)[O-])cc2)CC1 | 0 | i | i | -4 | 0 | 6 | 0 | -3 | 1 |
| O=[N+]([O-])c1ccc(N2CCN(c3cccc(Cl)c3)CC2)cn1 | 2 | i | i | 14 | -3 | 5 | -1 | -3 | 0 |
| O=C(CSc1ccc2nnc(-c3cccs3)n2n1)N1CCCC1 | -2 | i | i | -8 | 1 | 3 | -6 | -5 | -8 |
| S=C(NCCc1ccccc1)NCCN1CCOCC1 | -59 | i | i | -2 | 3 | 0 | -1 | 1 | 18 |
| Cc1ccc(-c2ccc(CN3C(CC(C)C)C(=O)N(Cc4cn(Cc5ccco5)nn4)CCS3(=O)=O)cc2)cc1 (stereo not drawn) | 12 | i | i | 0 | 2 | -3 | -1 | -1 | 7 |
| NC(=O)c1cccn1Cc1ccccc1Cl | 6 | i | i | -9 | -3 | 9 | -2 | -2 | 1 |
| Cc1cc(/C=C(\C#N)C(=O)O)c(C)n1CC1CCCO1 (stereo not drawn) | 6 | i | i | -5 | -2 | 0 | 0 | -5 | -6 |
| COc1cc(OC)cc(C(=O)NNC(=O)c2ccc3ccccc3n2)c1 | 8 | i | i | -1 | 3 | 6 | -1 | -2 | -10 |
| O=C(COC(=O)c1ccccc1SCC(=O)N1CCCC1)NCc1ccc(F)cc1 | 8 | i | i | -2 | 4 | 3 | -3 | 6 | 19 |

Arranged by value in CSN deneddyl inh (highest first): 3 from the list above.
compound,CSN deneddyl inh
Cc1ccc(-c2ccc(CN3C(CC(C)C)C(=O)N(Cc4cn(Cc5ccco5)nn4)CCS3(=O)=O)cc2)cc1 (stereo not drawn),-1
NC(=O)c1cccn1Cc1ccccc1Cl,-2
Cc1cc(/C=C(\C#N)C(=O)O)c(C)n1CC1CCCO1 (stereo not drawn),-5

Next entries follow:
| Compound | MLLE-PAM2 inh | Rpn11 inh | Neddylation inh | FAS-TE inh | NadD inh | MT1-MMP act inh | Rin1 Abl inh | CSN deneddyl inh | SKN-1 block |
| --- | --- | --- | --- | --- | --- | --- | --- | --- | --- |
| CO/N=C/c1ccc(N2CCN(C(=O)c3ccc(Cl)cc3Cl)CC2)c([N+](=O)[O-])c1 | -13 | i | i | 23 | -1 | 5 | -7 | -2 | -7 |
| O=C(NC(C(=O)c1ccccc1)n1ccc(=O)[nH]c1=O)c1ccccc1 (stereo not drawn) | -1 | i | i | -2 | -1 | 3 | 2 | 2 | -1 |
| CN(C(=O)COC(=O)Cc1ccc(Cl)cc1)C1CCCCC1 | -9 | i | i | -7 | 2 | -4 | 1 | 0 | -5 |
| CCN1CCCc2cc(CN(CCN3CCOCC3)C(=S)Nc3ccc(OC)c(Cl)c3)ccc21 | -89 | i | i | 0 | -2 | 2 | -4 | 0 | 15 |
| O=C(NCc1ccc2c(c1)OCO2)C(=O)Nc1cc2c3c(c1)CC(=O)N3CCC2 | 5 | i | i | -1 | 9 | 5 | 0 | -5 | 8 |
| Cc1ccc(N2CC(C(=O)Nc3ccc4c(c3)OCO4)CC2=O)cc1C (stereo not drawn) | 1 | i | i | -3 | -5 | 1 | -2 | 0 | 0 |
| Cc1c(Cl)cccc1NC(=S)NCCc1ccc(S(N)(=O)=O)cc1 | 42* | i | i | -6 | 0 | -10 | -5 | -2 | 5 |
| CCNC(=S)NNC(=O)Nc1ccccc1 | -98 | i | i | -7 | -13 | 5 | -1 | -6 | -24 |
| O=C(CCSc1ccc(Cl)cc1)NC1CCCC1 | 13 | i | i | 2 | -4 | -1 | -1 | 5 | 8 |
| Cn1c(SCC(=O)Nc2ccc3nc(SCC(=O)NC4CC4)sc3c2)nnc1-c1ccccc1 | -10 | i | i | -2 | 4 | 2 | 1 | 5 | 0 |
| CC(=O)NN1C(=O)c2ccccc2NC1c1ccccc1F (stereo not drawn) | -11 | i | nt | -4 | 2 | 1 | 1 | -3 | -6 |
| Cc1ccc(NC2CCCN(C(=O)c3cccs3)C2)cc1C (stereo not drawn) | 5 | i | i | 2 | 2 | nt | 1 | -1 | 3 |

Following part.
| Compound | MLLE-PAM2 inh | Rpn11 inh | Neddylation inh | FAS-TE inh | NadD inh | MT1-MMP act inh | Rin1 Abl inh | CSN deneddyl inh | SKN-1 block |
| --- | --- | --- | --- | --- | --- | --- | --- | --- | --- |
| CCCOc1ccc(-c2c(C(=O)N/N=C(\C)COc3ccccc3)nnn2-c2nonc2N)cc1 | -8 | i | i | -6 | 11 | -7 | 2 | 0 | 17 |
| CCN(C(=O)CSc1nc(-c2ccccc2)cn1N)c1c(N)n(Cc2ccccc2)c(=O)[nH]c1=O | 4 | i | i | -8 | -6 | 3 | 0 | 4 | -15 |
| COc1ccc(C(=O)NC(Cc2c[nH]c3ccccc23)C(=O)O)cc1 (stereo not drawn) | 8 | i | i | -1 | 0 | -4 | 1 | 2 | 10 |
| O=C(CN(C(=O)C1COc2ccccc2O1)c1ccccc1)NCC1CCCO1 (stereo not drawn) | 6 | i | i | -7 | 0 | 9 | 1 | -1 | 4 |
| COc1cc2cc(Oc3ccc4ccc(=O)oc4c3)c(=O)oc2cc1OC(C)=O | 2 | i | i | -6 | -4 | 8 | 0 | 0 | -4 |
| CS(=O)(=O)N1N=C(c2ccco2)CC1c1ccccc1Cl (stereo not drawn) | -17 | i | i | -3 | -3 | -4 | -1 | 1 | -4 |
| CCCNC(=O)c1nc(C)n(-c2cc(Cl)cc(Cl)c2)n1 | 8 | i | i | -4 | -5 | 0 | 0 | -15 | 3 |
| COc1cccc2cc(C(C)=O)oc12 | -5 | i | i | -1 | -8 | -5 | 1 | -2 | 10 |
| CC1CCCN(C(=O)CSc2nc3ncccc3[nH]2)C1 (stereo not drawn) | -21 | i | i | -9 | -1 | 1 | 1 | -8 | -1 |
| COc1ccc(C(=O)OCc2nnc(-c3ccccc3)o2)cc1S(=O)(=O)N1CCOCC1 | -5 | i | i | 9 | 0 | 0 | 3 | 6 | -6 |
| CC(C)Sc1nc2ccsc2c(=O)[nH]1 | -1 | i | i | -4 | 2 | -4 | 2 | -1 | -4 |
| O=C(CSc1ccccc1)N/N=C/c1ccccc1O | 16 | i | i | -1 | 2 | 3 | -1 | 2 | -1 |

Other results.
| Compound | MLLE-PAM2 inh | Rpn11 inh | Neddylation inh | FAS-TE inh | NadD inh | MT1-MMP act inh | Rin1 Abl inh | CSN deneddyl inh | SKN-1 block |
| --- | --- | --- | --- | --- | --- | --- | --- | --- | --- |
| Cn1nc(-c2ccc(Cl)cc2)cc1NC(=O)CC(C)(C)CC(=O)O | -9 | i | i | 3 | 0 | nt | -1 | -1 | -18 |
| CCN(CC)c1ccc(/C=N/NC(=O)OC)c(O)c1 | 11 | i | i | 0 | 1 | 7 | -2 | -5 | 1 |
| Cc1cc2c([nH]c3ccccc32)c(C)n1 | 12 | i | nt | -2 | -2 | 3 | 1 | 1 | -2 |
| COc1ccc(CC(=O)Oc2ccccc2[N+](=O)[O-])cc1 | 2 | i | i | -5 | 3 | 3 | -1 | -1 | 4 |
| O=C(NCC(=O)N(c1cccnc1)C(C(=O)NC1CCCCC1)c1cccnc1)c1ccco1 (stereo not drawn) | 3 | i | i | -2 | -1 | 2 | 1 | -2 | 11 |
| CC(C)c1nnc(NC(=O)CCS(=O)(=O)c2ccccc2)s1 | 3 | i | i | -2 | 2 | -1 | 1 | -2 | 14 |
| CC1CCc2nc(NC(=O)CN3CCN(Cc4ccc5c(c4)OCO5)CC3)sc2C1 (stereo not drawn) | 6 | i | i | 10 | -1 | 0 | 0 | 0 | -1 |
| O=S(=O)(O)c1nnc2sc3ccccc3n12 | 15 | i | i | -5 | -1 | -2 | 0 | -4 | 12 |
| O=C(CSc1nc(-c2ccccc2)nc2ccc(F)cc12)Nc1ccc(C(=O)O)cc1 | 12 | i | i | -3 | 11 | -1 | -3 | 6 | 7 |
| CCCN(CC(=O)Nc1ccccc1C)C(=O)c1ccc(S(=O)(=O)N2CCCCC2)cc1 | 8 | i | i | -1 | -3 | -5 | 1 | -2 | 10 |
| CC1CCCN(C(=O)CSc2nnc(-c3c[nH]c4ccccc34)o2)C1 (stereo not drawn) | -15 | i | i | 2 | -7 | -2 | 0 | -2 | 4 |
| O=C(NCc1ccc2c(c1)OCO2)C1CC(c2ccccc2O)=NO1 (stereo not drawn) | -4 | i | i | -5 | -4 | 0 | -3 | 5 | 3 |

One compound at a time, from the list above:
Profile of `CC1CCCN(C(=O)CSc2nnc(-c3c[nH]c4ccccc34)o2)C1` (stereo not drawn) = MLLE-PAM2 inh = -15; Rpn11 inh = i; Neddylation inh = i; FAS-TE inh = 2; NadD inh = -7; MT1-MMP act inh = -2; Rin1 Abl inh = 0; CSN deneddyl inh = -2; SKN-1 block = 4
Profile of `CC(C)c1nnc(NC(=O)CCS(=O)(=O)c2ccccc2)s1` = MLLE-PAM2 inh = 3; Rpn11 inh = i; Neddylation inh = i; FAS-TE inh = -2; NadD inh = 2; MT1-MMP act inh = -1; Rin1 Abl inh = 1; CSN deneddyl inh = -2; SKN-1 block = 14

More structures.
| Compound | MLLE-PAM2 inh | Rpn11 inh | Neddylation inh | FAS-TE inh | NadD inh | MT1-MMP act inh | Rin1 Abl inh | CSN deneddyl inh | SKN-1 block |
| --- | --- | --- | --- | --- | --- | --- | --- | --- | --- |
| CC(C)NC(=O)/C=C/C(=O)O | -7 | i | i | -4 | -3 | 1 | 2 | -2 | 2 |
| CCn1c(=O)c(C(=O)NNC(=O)Cc2ccccc2)c(O)c2ccccc21 | -5 | i | i | -4 | -1 | 5 | 0 | -2 | 1 |
| CCc1nc(OCCN(CC)CC)c2oc3ccccc3c2n1 | -9 | i | i | -5 | 8 | 0 | 0 | 1 | -1 |
| COc1ccc(C(=O)N(C)C2CCCN(Cc3ccccc3F)C2)cc1OC (stereo not drawn) | -3 | i | i | -4 | 0 | 6 | -1 | -4 | -13 |
| NC(=O)CC(NC(=O)c1ccccc1)c1ccc(N2CCN(c3ccccn3)CC2)c([N+](=O)[O-])c1 (stereo not drawn) | -2 | i | i | -12 | -6 | 6 | -3 | 4 | -1 |
| O=C(CCSCc1ccccc1Cl)NCc1ccco1 | -3 | i | i | -2 | -4 | -2 | 1 | 0 | -4 |

Quoted from the listing.
Reading of `CCn1c(=O)c(C(=O)NNC(=O)Cc2ccccc2)c(O)c2ccccc21` under MLLE-PAM2 inh: -5
Reading of `CCc1nc(OCCN(CC)CC)c2oc3ccccc3c2n1` under CSN deneddyl inh: 1
Reading of `O=C(CCSCc1ccccc1Cl)NCc1ccco1` under SKN-1 block: -4
Reading of `NC(=O)CC(NC(=O)c1ccccc1)c1ccc(N2CCN(c3ccccn3)CC2)c([N+](=O)[O-])c1` (stereo not drawn) under FAS-TE inh: -12
Reading of `CC(C)NC(=O)/C=C/C(=O)O` under Rin1 Abl inh: 2
